Assay outcomes as filed in PubChem.
INS-1E GSIS act: GLuc luminescence reporter in INS-1E cells, primary screen for activators of glucose-dependent secretion of insulin; activation, % at 16.6 µM; INS-1E GLuc reporter insulin secretion, 2-3 h; 0.61% of 370,000 active; AID 743287;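 active = lowest replicate activation of at least 40%, so every replicate reaches that level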;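 note: 0% = median of neutral control wells and 100% = median of IBMX positive control wells; some compounds called inactive have numbers as strong as hits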
CASP6 VEID inh: caspase-6 (human) enzyme inhibition; P55212; purified caspase-6, Z-VEID-R110 cleavage fluorescence; inhibition, % at 12.5 µM; 0.53% of 350,000 active; AID 686996;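 active = mean inhibition across replicates at least about 35%, with every replicate also reaching that limit, limit read from the data; inconclusive = only one of the two criteria met; inactive = neither criterion met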;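 note: 0% = median of neutral control wells and 100% = no fluorescence left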
CFTR F508del cor: correctors of CFTR F508del function in bronchial epithelial cells | 0.36% of 350,000 active | CFBE cells, YFP halide quenching; stimulated with forskolin plus potentiator P3; % fluorescence drop versus neutral controls | AID 720511 | activity (quench increase), % at 7.58 µM;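 active = mean added fluorescence quench of at least 8% versus neutral control, with both replicates also reaching 8%; inconclusive = only one of the mean or replicate conditions met; inactive = mean below 8% and not both replicates reaching 8%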;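 note: cells transiently co-express mutant CFTR-F508del with the halide-sensitive YFP; corrector assay measuring rescue of mutant channel to the surface after 24 h compound exposure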
DENV2 CPE rescue: protects cells from dengue virus 2 cytopathic effect. DENV2-infected cells, cytopathic effect rescue, plate reader. CPE inhibition, % at 9.99 µM. 1.7% of 350,000 active. AID 651640; in the data active = CPE inhibition above about 20%, passing the limit was not always enough; inconclusive = no clear call, values can overlap the other calls; tested in BHK-21 cells;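 note: 0% = median of neutral control wells and 100% = median of positive control wells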
RAD54 inh: RAD54 (human) branch migration inhibition. Q92698. RAD54 Holliday junction branch migration, FAM/BHQ fluorescence. inhibition, % at 10.4 µM. 0.14% of 360,000 active. AID 602329;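 active = mean normalized replicate activity at least 40 and at least half of replicates scoring 40 or more; inconclusive = only one of the two criteria met; inactive = mean below 40 and under half of replicates reaching 40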;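 note: 0% = median of neutral control wells and 100% = median of positive control wells; inhibitors cause a drop in the FAM fluorescence signal; in these data hits start at about 50%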
RAD52 anneal inh: inhibitors of human RAD52 DNA annealing | inhibition, % at 18.7 µM | AID 651710 | recombinant RAD52 DNA annealing, FRET fluorescence | P43351 | 0.46% of 360,000 active;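 active = every replicate showing at least 50% inhibition; inconclusive = mean inhibition at least 50% but not in every replicate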
Target sequence (P43351 whole entry, looked up): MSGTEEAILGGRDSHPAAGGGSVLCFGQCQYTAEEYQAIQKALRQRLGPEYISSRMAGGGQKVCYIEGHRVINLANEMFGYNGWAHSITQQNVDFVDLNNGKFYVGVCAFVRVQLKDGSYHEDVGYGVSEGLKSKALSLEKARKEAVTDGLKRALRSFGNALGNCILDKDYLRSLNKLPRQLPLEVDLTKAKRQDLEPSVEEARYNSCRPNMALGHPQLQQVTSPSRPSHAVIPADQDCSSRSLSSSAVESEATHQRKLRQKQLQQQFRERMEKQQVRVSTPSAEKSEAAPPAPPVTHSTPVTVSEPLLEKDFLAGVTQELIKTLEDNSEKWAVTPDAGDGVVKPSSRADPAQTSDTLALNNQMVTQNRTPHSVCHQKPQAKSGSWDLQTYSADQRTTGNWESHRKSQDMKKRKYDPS
E-selectin induc: E-selectin induction on HUVECs. HUVEC E-selectin immunofluorescence imaging; normalized: neutral wells 0, TNF-alpha wells 100. activation, % at 7.58 µM. 0.37% of 260,000 active. AID 686992;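 active = mean E-selectin-positive cell signal at least 10% of the positive control, reached in at least 60% of replicates, without over 20% cell loss; inconclusive = no rule given, readout overlaps actives, possibly toxicity-flagged; inactive = the rest, including those meeting only one limit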;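 note: in these data hits start at about 27%; measured in HUVEC primary endothelial cells; signal is the percent of cells scored E-selectin positive by PE staining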
Target sequence (P16581 whole entry, looked up): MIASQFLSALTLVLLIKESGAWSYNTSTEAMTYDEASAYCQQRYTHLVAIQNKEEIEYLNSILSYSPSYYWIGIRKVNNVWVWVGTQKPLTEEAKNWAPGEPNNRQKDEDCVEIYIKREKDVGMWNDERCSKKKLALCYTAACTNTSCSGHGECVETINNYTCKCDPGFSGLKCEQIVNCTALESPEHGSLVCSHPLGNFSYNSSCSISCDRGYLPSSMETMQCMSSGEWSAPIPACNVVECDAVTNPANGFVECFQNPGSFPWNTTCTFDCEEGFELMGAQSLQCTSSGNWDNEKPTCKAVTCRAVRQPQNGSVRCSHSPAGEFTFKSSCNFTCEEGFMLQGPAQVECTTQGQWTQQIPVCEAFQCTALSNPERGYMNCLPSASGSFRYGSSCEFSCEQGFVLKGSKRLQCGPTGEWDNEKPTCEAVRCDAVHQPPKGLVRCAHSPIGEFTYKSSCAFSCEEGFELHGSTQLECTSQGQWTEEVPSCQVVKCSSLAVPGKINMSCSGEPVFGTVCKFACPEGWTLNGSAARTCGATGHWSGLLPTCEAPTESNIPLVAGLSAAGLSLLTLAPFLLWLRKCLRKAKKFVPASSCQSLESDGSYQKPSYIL
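Assay system: HUVEC primary endothelial cells. Input: 3,000 HUVEC seeded per well. Doses: one compound dose added by pin transfer. Read-out basis: % PE-positive cells. Benchmarks: TNF-alpha high, DMSO low. Detection: immunofluorescence imaging. Buffer or medium: EGM-2, gelatin.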
Xi reactivation: X-chromosome reactivation activator. 0.055% of 360,000 active. AID 743238. activation, % at 7.58 µM. XiGFP mouse fibroblasts, % GFP-positive cells imaging, 3 d; cells co-treated with 5-aza-dC sensitizer; scaled so ellipticine positive control = 100%;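 active = mean normalized replicate activation at least 10% and every replicate at or above 10%; inconclusive = only one of the two criteria met; inactive = mean below 10% and not all replicates reach 10%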;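 note: 0% = median of on-plate neutral control wells and 100% = ellipticine 6 µM median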
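Material: SV40-immortalized XiGFP fibroblast cells, line 68-5-11 | Buffer or medium: DMEM containing 5-aza-dC | Dosing: One concentration, pinned | Times: 3 d treatment, 15 min room-temperature fixation | Controls: Ellipticine 6 µM positive control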
* marks the source's active call; other numbers are inactive results; ? = inconclusive; · = no result given. Rows are unselected, and some 3.7% of all compounds hit somewhere here.

Second line of a record – INS-1E GSIS act | CASP6 VEID inh | CFTR F508del cor | DENV2 CPE rescue | RAD54 inh | RAD52 anneal inh | E-selectin induc | Xi reactivation
COc1ccc(Cc2noc(CN(C)CCN3CCc4ccccc4C3)n2)cc1OC
→ -5 | -1 | 0.1 | 2 | 0 | -6 | 2.0 | -0.1
CCN(CC)CCNC(=O)c1ccc(NC(=O)Nc2cccc3ccccc23)cc1
→ 15 | -2 | 0.2 | 4 | -2 | 12 | · | 0.0
CC(C)=C(c1ccc(Cl)cc1)c1c(N)ncnc1N
→ -6 | -3 | 0.5 | 10 | -2 | -3 | -0.1 | 0.3
C[C@@H]1CCCCO[C@@H](CN(C)S(=O)(=O)c2ccc(Cl)cc2)[C@H](C)CN([C@H](C)CO)C(=O)c2cc(NC(=O)Nc3ccc(F)cc3)ccc2O1
→ -4 | -2 | 0.5 | 14 | 5 | 28 | · | 0.0
CCCOc1ccc(C(=O)OCC(=O)c2c(N)n(C)c(=O)n(C)c2=O)cc1OC
→ -5 | -4 | -0.6 | 5 | 11 | -20 | 5.2 | 0.2
COc1ccc2sc(N(CCN(C)C)C(=O)c3cc(Cl)sc3Cl)nc2c1
→ 4 | 0 | 1.3 | -2 | · | 6 | 13 | 0.0
O=C(NC(=S)NN1CCCCC1c1cccnc1)c1ccc(Cl)cc1Cl (centres undefined)
→ · | 8 | 1.1 | 8 | 12 | 11 | 4.8 | 0.0
O=C1CC(c2ccccc2)n2nc(NC(=O)c3ccccc3)nc2N1 (centres undefined)
→ 11 | -1 | · | · | 8 | -7 | · | ·
CCN(CC)CCN1C(=O)C(=O)/C(=C(/O)c2c(C)[nH]c(C(=O)OC)c2C)C1c1ccc(C)o1 (centres undefined)
→ 0 | -3 | 3.5 | -3 | · | -14 | 6.7 | 0.5
CCNC(=S)N1CCN(S(=O)(=O)c2ccccc2C(F)(F)F)CC1
→ -4 | 0 | -3.5 | · | · | 7 | 0.5 | 0.2
CCc1cc2cc(OC)ccc2nc1SCC(=O)NNC(=O)c1ccco1
→ 6 | 2 | -1.4 | 6 | · | -2 | · | 0.2
O=C(Cn1ncc2c(=O)oc3ccccc3c21)NCCc1ccsc1
→ -3 | 5 | 4.5 | 3 | 0 | -6 | 0.0 | 0.1
CCOc1ccc(C(=O)NC(=S)NC2CCCC2)cc1[N+](=O)[O-]
→ 0 | 5 | · | 2 | -4 | 2 | 1.0 | 0.1
COc1ccc(S(=O)(=O)N[C@H]2CC[C@H](CCn3cc(C(C)C)nn3)O[C@@H]2CO)cc1
→ 7 | -2 | -0.3 | ? | 3 | -5 | 0.2 | 0.1
CO[C@@H]1CN(C)C(=O)c2ccc(NC(=O)C3CC3)cc2OC[C@H](C)N(C(=O)c2ccccc2F)C[C@@H]1C
→ -19 | · | 0.7 | · | · | · | -0.4 | -0.1
CCOC(=O)c1c(NC(=O)C2=COCCO2)sc2c1CCN(C(=O)OC)C2
→ 19 | 0 | 7.5 | -8 | 14 | 1 | · | 0.1
C[C@@H]1CCCCO[C@@H](CN(C)S(=O)(=O)c2cccs2)[C@H](C)CN([C@H](C)CO)C(=O)c2cc(NC(=O)c3ccccc3)ccc2O1
→ -19 | · | 2.4 | 3 | -1 | · | 0.5 | 0.0
CC(/C=C1\SC(=S)N(C(C(=O)O)c2ccccc2)C1=O)=C\c1ccccc1 (centres undefined)
→ 21 | 27 | -2.0 | -5 | · | -36 | 2.1 | 0.4
C[C@@H]1CN([C@H](C)CO)C(=O)c2cccc(N(C)C)c2O[C@@H]1CN(C)C(=O)Nc1ccc(C(F)(F)F)cc1
→ -19 | 1 | -1.6 | ? | 6 | 13 | · | -0.3
COc1ccc(CN(C)C(C)C(=O)N(C)CC(=O)Nc2ccc(C)cc2)cc1F (centres undefined)
→ -12 | -4 | 2.3 | ? | 0 | -5 | 1.0 | 0.2
Cc1cc(-c2onc(C)c2C(N)=O)no1
→ -2 | 0 | -1.4 | 8 | · | -9 | · | 0.2
COc1ccc(C(=O)N2CCN(c3cccc(Cl)c3)CC2)cc1
→ -3 | 0 | -0.7 | 1 | -5 | -3 | · | ·
Cc1ccc(S(=O)(=O)N(C)C[C@H]2Oc3cc(C#Cc4ccncc4)ccc3S(=O)(=O)N([C@@H](C)CO)C[C@H]2C)cc1
→ · | -2 | -3.3 | 64* | -2 | -92 | · | ·
COc1ccccc1-c1ccc([C@@H]2[C@H]3CN(C(=O)c4cccnc4)CCCCN3[C@H]2CO)cc1
→ 13 | 1 | -1.0 | -7 | -5 | 6 | -0.3 | 0.1
C#CCN(C[C@@H]1[C@@H](OC(=O)NCc2ccccc2F)[C@@H](OC(=O)NCc2ccccc2F)Cn2c(=O)n(CCCCCC)c(=O)n21)S(=O)(=O)c1ccc(C)cc1
→ -50 | 0 | -3.0 | -4 | -4 | -6 | 0.0 | -0.1
COc1ccc(-c2ccc(OC)c([C@H]3[C@H]4C=CC[C@@H](C)[C@@H]4C(=O)N3Cc3ccccc3)c2)cc1C
→ -9 | -2 | -4.1 | 6 | 0 | -23 | 0.1 | 0.2
COC(=O)[C@]1(Cc2ccccc2)N[C@H](CN(C)C(=O)COc2ccccc2)[C@@H]2C(=O)N(C)C(=O)[C@@H]21
→ 3 | 1 | -1.7 | -4 | -4 | 2 | -0.2 | -0.1
Cc1cnc(NC(=O)C2CC(=O)N(c3ccc4c(c3)OCCO4)C2)s1 (centres undefined)
→ -5 | 2 | 2.5 | -6 | · | -14 | 0.0 | 0.0
Cc1cccc(-c2oc3ccc(-c4ccc5c(c4)OCO5)cc3c2C(=O)OCc2ccc(O)cc2)c1
→ -1 | -2 | 3.4 | -13 | -6 | -12 | -0.1 | 0.0
CCNC(=O)C1(C)CCN(C(=O)c2ccc(F)cc2Cl)C1 (centres undefined)
→ -1 | -2 | -2.7 | ? | 4 | -2 | -0.2 | -0.1
CCOc1ccc(C(=O)N[C@H](C(=O)N2CCN(c3ncccn3)CC2)C(C)C)cc1
→ -5 | -1 | 1.3 | 11 | 4 | -5 | -1.3 | 0.1
CN(C(=O)c1ccc(NC(=O)Cc2cccc([N+](=O)[O-])c2)cc1)C1CC1
→ -14 | -4 | 1.1 | · | 8 | -6 | -0.2 | 0.1
CC(C)(C)N=C1NN=C(c2ccc(Cl)cc2)CS1
→ 5 | -7 | -1.3 | -1 | · | -13 | 0.0 | 0.2
Nc1nc(SCC(=O)Nc2ccc3c(c2)OCO3)n[nH]1
→ · | -4 | -3.1 | -7 | · | 1 | 3.6 | 0.0
O=C(CN1CCCCCC1=O)N1CCN(S(=O)(=O)c2cccs2)CC1
→ 9 | -2 | -1.3 | 1 | · | -11 | · | 0.3
Cc1cccc(NC(=O)NNC(=O)c2sccc2-n2cccc2)c1
→ -4 | 1 | -0.6 | 5 | · | -2 | · | 0.1
C[C@@H]1CCCCO[C@H](CN(C)C(=O)NC2CCCCC2)[C@@H](C)CN([C@@H](C)CO)C(=O)c2cc(NC(=O)Cc3ccccc3)ccc2O1
→ -18 | 3 | -2.4 | -6 | -6 | -36 | 0.1 | 0.2
Cc1cc(C(F)(F)F)c(C#N)c(SCC(=O)Nc2nc3cc(Br)ccc3s2)n1
→ -3 | -2 | 5.4 | -3 | · | -153 | 1.1 | 0.1
O=C(Nc1ccc(F)cc1)c1nc2c(nnn2Cc2cccc3ccccc23)c(=O)[nH]1
→ -14 | -3 | -3.2 | -5 | · | -13 | 0.6 | 0.0
Cc1ccc(Cl)cc1NC(=O)CNCC(c1ccccc1)N(C)C (centres undefined)
→ -5 | -11 | 5.2 | -1 | -3 | -7 | 0.0 | 0.0
C/C(=N\NC(=O)c1ccccc1)c1ccc(N2CCOCC2)cc1
→ 7 | 2 | · | · | -2 | -2 | · | ·
COc1ccccc1S(=O)(=O)N(C)C[C@H]1Oc2cc(/C=C/c3ccccc3)ccc2S(=O)(=O)N([C@@H](C)CO)C[C@@H]1C
→ -2 | 0 | 0.6 | ? | 0 | 0 | -0.2 | 0.0
O=C(O)CSCc1nc2scc(-c3ccccc3)c2c(=O)[nH]1
→ 13 | 5 | 0.7 | -3 | · | -27 | · | 0.0
COc1cccc(-c2ccc([C@@H]3[C@@H](C#N)N(C(=O)Cc4ccccc4)[C@@H]3CO)cc2)c1
→ -8 | 3 | 1.3 | 26* | -6 | -11 | -0.5 | 0.2
CN(C)C(=O)c1ccc(-c2ccc(C3[C@@H]4CN(C(=O)Cc5ccncc5)C[C@H]3N4)cc2)cc1 (some centres undefined)
→ -6 | -20 | 0.8 | 1 | · | 5 | -0.1 | 0.1
O=C(CSc1nnc(-c2ccco2)o1)c1ccc[nH]1
→ 12 | 13 | -0.9 | 2 | 1 | -20 | · | 0.3
O=C(N/N=C/c1oc(O)c2ccccc12)c1ccccc1
→ -7 | 5 | -1.3 | 2 | 3 | -10 | · | 0.0
CC(=O)Nc1ccc(NC2CCCCC2NS(=O)(=O)c2ccc(Cl)cc2)cc1 (centres undefined)
→ 9 | 3 | 1.9 | -3 | · | 13 | -0.1 | 0.3
Cc1nc(C)c(-c2nnc(-c3cccc(S(=O)(=O)N(C)C)c3)o2)cc1C(=O)NN
→ 27 | 0 | 3.0 | 6 | -14 | -6 | · | 0.0
CCn1c(CCC(=O)N(C)CC(=O)Nc2cccc(F)c2)nc2cc(S(=O)(=O)N(C)C)ccc21
→ 2 | 1 | 0.1 | 9 | · | 8 | 1.9 | 0.0
CCCC#Cc1cnc2c(c1)C(=O)N([C@H](C)CO)C[C@@H](C)[C@H](CN(C)C(=O)C1CCOCC1)O2
→ 7 | 3 | 3.4 | 11 | · | -4 | -0.4 | -1.3
CN1CCN(C(=O)C[C@H]2CC[C@H](NS(=O)(=O)c3cccc(F)c3)[C@@H](CO)O2)CC1
→ -6 | -3 | -0.7 | 0 | -2 | 0 | -0.4 | -0.2
COc1cc([C@@H]2C[C@H]3CN(c4ccccc4)C(=O)[C@]34CCCN24)cc(OC)c1OC
→ -38 | 1 | 1.5 | 8 | · | -96 | 16 | ·
Cc1ccc(C2CC(=O)Nc3c2ccc2ccccc32)cc1[N+](=O)[O-] (centres undefined)
→ -28 | · | · | · | -1 | · | -1.0 | 0.0
CCc1nnc(NC(=O)c2ccc(S(=O)(=O)N3CCCC(C)C3)cc2)s1 (centres undefined)
→ 17 | · | -1.9 | 6 | -3 | -15 | 0.1 | 0.0
COc1ccc(CN(C)C[C@@H]2Oc3ccc(NC(=O)CCN4CCOCC4)cc3C(=O)N([C@H](C)CO)C[C@H]2C)cc1
→ 15 | -1 | 2.4 | -2 | 10 | -6 | 16 | 0.4
COCCNc1nc(Nc2ccccc2Cl)c2sc(-c3ccccc3)cc2n1
→ · | 35* | 0.5 | -10 | 1 | -22 | -0.1 | 0.0
CCCCN1C(=O)C(CC(=O)NCc2cccs2)CC(C(=O)N2CCCCCC2)=C1C (centres undefined)
→ -1 | -1 | -1.7 | 16 | · | -8 | -0.2 | 0.2
